AMA1-RON2 inh: disrupts binding of P. falciparum AMA1 to RON2; 0.2% of 360,000 active; Potency, µM (doses to about 58.2 µM), inactives show at the top dose activity change, negative = inhibition, usual class: inhibitors; AlphaScreen AMA1-biotinylated RON2 peptide binding;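 also: potency is read from the fitted curve at half-maximal effect; 0% = vehicle wells and -100% = peptide control; nearly all actives have a fitted effect of over 45% in size; some results filed as inactive show a strong effect at the top dose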
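AMA1 (3D7) with his tag at 25 nM final met compounds first, then biotinylated RON2 peptide at 25 nM; detection used donor plus acceptor beads, 10 µg/mL apiece, read by AlphaScreen after 30 min at room temperature.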
AmpC inh no detg: AmpC beta-lactamase inhibition without detergent; Potency, µM (series often up to 57.1 µM), inactives show at the highest dose activity change, negative = inhibition, usual class: inhibitors; P00811; 0.52% of 330,000 active; AmpC nitrocefin hydrolysis, absorbance 480 nm, 0.0001% Triton; AID 485341;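 also: potency is read from the fitted curve at half-maximal effect; plate controls were no compound for no effect and no enzyme for full effect; nearly all actives have a fitted effect of over 20% in size; some results filed as inactive show a strong effect at the top dose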
Target sequence (P00811 whole entry, looked up): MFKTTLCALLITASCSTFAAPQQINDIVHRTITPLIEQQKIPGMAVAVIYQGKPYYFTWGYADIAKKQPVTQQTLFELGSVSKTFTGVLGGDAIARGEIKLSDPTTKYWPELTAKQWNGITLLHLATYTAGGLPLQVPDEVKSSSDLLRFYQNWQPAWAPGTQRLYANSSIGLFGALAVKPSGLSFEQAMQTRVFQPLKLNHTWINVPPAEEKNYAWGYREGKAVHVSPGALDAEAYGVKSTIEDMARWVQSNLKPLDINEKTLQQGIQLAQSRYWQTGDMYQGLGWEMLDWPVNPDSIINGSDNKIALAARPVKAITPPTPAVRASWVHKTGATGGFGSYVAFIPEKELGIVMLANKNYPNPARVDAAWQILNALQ
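20 mM phosphate pH 7.0 + 0.01% (detergent screen) or 0.0001% Triton X-100; 5.3 nM AmpC reagent; cpd preinc 15 min RT; nitrocefin (800 uM stock) to start; A480 q20 s × 4 min; Activity was normalised to no-enzyme and no-compound control wells.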
HCMV inh: human cytomegalovirus inhibition | HFF cells, HCMV-luciferase reporter, 72 h; active compounds read low | activity change, negative = inhibition, % at 57.5 µM | 4.5% of 410,000 active | AID 1259415; in the data active = activity change below about -60%; inconclusive = no clear call, values can overlap the other calls; inactive = above about -39%
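Screen run at 2 compound doses on HFFs infected with reporter HCMV, MOI 1 PFU/cell. Luciferase activity from cell lysates at 72 h post infection gave inhibition relative to buffer-only and Salinomycin wells.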
AmpC detergent: AmpC beta-lactamase inhibition with detergent present. P00811. AmpC hydrolysis of nitrocefin, absorbance 480 nm, 0.01% Triton. Potency, µM (top dose mostly 114 µM), without a hit: at the highest dose activity change, negative = inhibition, hits mostly inhibitors. 0.041% of 370,000 active. AID 485294;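 also: potency is read from the fitted curve at half-maximal effect; 0% = no-compound wells and -100% = no-enzyme wells; nearly all actives have a fitted effect of over 25% in size; some results filed as inactive show a strong effect at the top dose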
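AmpC (5.3 nM in the dispensed reagent) in 20 mM phosphate pH 7.0 with 0.01% (detergent screen) or 0.0001% Triton X-100 was preincubated with compounds for 15 min at room temperature. Nitrocefin was then added from an 800 uM solution, and hydrolysis was followed at 480 nm.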
Sm TGR block: S. mansoni TGR enzyme inhibition | Q962Y6 | purified TGR, DTNB reduction, TNB absorbance 405 nm | Potency, µM (series often up to 114 µM), for inactives: at the highest dose activity change, negative = inhibition, actives largely listed as inhibitors | 3% of 360,000 active | AID 485364; also: potency is read from the fitted curve at half-maximal effect; nearly all actives have a fitted effect of over 60% in size
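TGR 20 nM + NADPH 100 uM (dispensed conc.), cpd preinc 15 min RT; start with NADPH (500 uM addition) then DTNB (15 mM addition). Kinetic TNB absorbance, 405 nm filter. Four-parameter Hill fit across titration.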
Giardia FBPA inh: blocks Giardia fructose-bisphosphate aldolase activity. A8B2U2. purified Giardia FBPA. Potency, µM (titrated, usually from 59.6 µM), inactives show at the highest dose activity, negative = inhibition, hits mostly inhibitors. 0.71% of 290,000 active; also: potency is read from the fitted curve at half-maximal effect; nearly all actives have a fitted effect of over 55% in size
Target sequence (A8B2U2 whole entry, looked up): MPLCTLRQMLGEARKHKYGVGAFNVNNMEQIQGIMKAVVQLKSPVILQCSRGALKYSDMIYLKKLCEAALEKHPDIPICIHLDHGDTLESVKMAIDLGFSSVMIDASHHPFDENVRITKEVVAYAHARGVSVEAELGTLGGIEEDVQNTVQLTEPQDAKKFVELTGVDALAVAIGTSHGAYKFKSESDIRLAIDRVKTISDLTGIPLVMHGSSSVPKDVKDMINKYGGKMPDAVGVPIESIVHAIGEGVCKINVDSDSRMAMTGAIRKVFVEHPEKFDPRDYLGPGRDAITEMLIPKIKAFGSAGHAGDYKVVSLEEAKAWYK
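Giardia FBPA (40 nM reagent) was preincubated 10 min at RT with compound (up to 57.5 uM final), then substrate plus GAPDH/TPI/NAD/arsenate coupling system with diaphorase/resazurin was added; resorufin fluorescence (525/598 nm) was read after 20 min.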
Starred values were filed as active, the others as inactive; ? = inconclusive; / = not tested or not shown; [ ] = another dose, or the depositor's remark. Unless noted, calls follow the shape of the dose curve; as a rule, active = well fitted curve in the direction sought with a large enough effect; inconclusive = small, poorly fitted or top-dose-only effect, or another doubt; inactive = no such curve, though single readings can be large; an effect the other way counts as inactive or inconclusive. Unless noted, % is scaled to controls: 0 for no effect and ±100 for the full control effect.

The line under a structure holds: AMA1-RON2 inh	AmpC inh no detg	HCMV inh	AmpC detergent	Sm TGR block	Giardia FBPA inh
> CCN1C(=O)c2ccccc2Sc2ccc(NC(=O)Nc3ccc(C(C)=O)cc3)cc21
 : /	/	-26	0%	-10%	/
> CCC(=O)Nc1nc2nc(C)cc(=O)n2[nH]1
 : 4%	10%	35	20%	22%	?
> O=C(CNC(=O)N1CC(=O)Nc2ccccc21)Nc1ccc(Cl)cc1
 : 3%	-6%	-30	-9%	-4%	0%
> COc1cc(C(C(=O)NC2CCCC2)N(C(=O)c2ccco2)c2ccccc2C(C)=O)cc(OC)c1OC (stereo unspecified)
 : 1%	81%[activator]	39	-1%	8%	6%
> O=C(c1cc([N+](=O)[O-])cc([N+](=O)[O-])c1)N1CCCc2ccccc21
 : 11%	-27%	-24	-1%	8%	-9%
> COc1ccc(C(=O)Nc2ccc(NC(=O)c3ccccc3OC)nc2)cc1
 : 10%	30%	-28	2%	-3%	-15%
> Cc1ccc(-c2nc(CSCC(=O)N3CCN(C(=O)c4ccco4)CC3)c(C)o2)cc1
 : 3%	81%[activator]	3	-6%	40µM*	0%
> CCN(CC(=O)NC1CCS(=O)(=O)C1)c1ccc(S(=O)(=O)N(CC)CC)cc1[N+](=O)[O-] (stereo unspecified)
 : 2%	46%	8	/	/	/
> CCOC(=O)Cn1c(=NC(=O)CSC(C)=O)sc2cc(F)ccc21
 : -6%	35µM*	0	?	1%	1%
> Cc1ccc(C2/C(=C(\O)c3ccc4c(c3)OCCO4)C(=O)C(=O)N2CC2CCCO2)cc1 (stereo unspecified)
 : -22%	-20%	23	-8%	9%	/

The last 3 records of the part before open the next one.
The line under a structure holds: AMA1-RON2 inh	AmpC inh no detg	HCMV inh	AmpC detergent	Sm TGR block	Giardia FBPA inh
> CCN(CC(=O)NC1CCS(=O)(=O)C1)c1ccc(S(=O)(=O)N(CC)CC)cc1[N+](=O)[O-] (stereo unspecified)
 : 2%	46%	8	/	/	/
> CCOC(=O)Cn1c(=NC(=O)CSC(C)=O)sc2cc(F)ccc21
 : -6%	35µM*	0	?	1%	1%
> Cc1ccc(C2/C(=C(\O)c3ccc4c(c3)OCCO4)C(=O)C(=O)N2CC2CCCO2)cc1 (stereo unspecified)
 : -22%	-20%	23	-8%	9%	/
> COC(=O)C1=C(c2cccc(OCc3ccccc3)c2)C[C@@H]2CC[C@H]1N2C(=O)NCc1ccccc1C(F)(F)F
 : 0%	-18%	?	-5%	-1%	/
> O=C(CNc1cccc(Cl)c1)NNC(=S)NCc1ccccc1
 : 55%[activator]	-29%	?	-11%	/	7%
> CCOC(=O)N=S(=O)(Oc1ccc([N+](=O)[O-])cc1)c1ccccc1 (stereo unspecified)
 : -1%	-17%	26	?	2%	2%
> CCS(=O)(=O)Nc1cccc(C2=NN(S(C)(=O)=O)C(c3cccs3)C2)c1 (stereo unspecified)
 : 0%	-21%	-24	-8%	?	/
> O=C(NC1CC(=O)N(c2ccc(F)cc2)C1)N1CCN(C(=O)c2ccco2)CC1 (stereo unspecified)
 : 9%	-5%	4	?	-4%	/
> Cc1c(C(=O)O)c2cc(O)ccc2n1-c1ccccc1
 : 1%	-13%	12	?	8%	24%
> COc1ccc(C2=CSC3=NNC4(CCCCC4)NN23)cc1
 : 33%[activator]	-22%	0	1%	-10%	-3%
> Cc1ccccc1/C=N/N1C(=O)CSC1=S
 : 87%[activator]	-29%	7	-2%	10µM*	-5%
> O=C(O)C1Cc2ccccc2CN1S(=O)(=O)c1ccc2ccccc2c1 (stereo unspecified)
 : 0%	-15%	32	0%	?	3%
> CCC(C(=O)NC1CCN(C)CC1)c1ccccc1 (stereo unspecified)
 : -2%	-8%	-27	?	-7%	-8%

(listing goes on)
The line under a structure holds: AMA1-RON2 inh	AmpC inh no detg	HCMV inh	AmpC detergent	Sm TGR block	Giardia FBPA inh
> O=c1[nH]c(/C=C/c2cccc([N+](=O)[O-])c2)c([N+](=O)[O-])c(=O)[nH]1
 : -8%	-25%	42	?	-20%	8%
> Cc1noc(NS(=O)(=O)c2ccc(N/C=C\C(=O)c3ccc(F)cc3)cc2)c1C
 : -18%	-16%	35	1%	5%	29%
> CCOc1ccc(CCNC(=O)CCCc2nnc3n(CC(C)C)c(=O)c4sccc4n23)cc1
 : /	/	?	18%	-2%	/
> CN(Cc1nc2ccccc2c(=O)[nH]1)C(=O)c1cccc(S(=O)(=O)N2CCCCCC2)c1
 : 1%	2%	49	-3%	-22%	/
> CS(=O)(=O)N(CCc1ccccc1)CC(=O)N1CCCCC1
 : -3%	/	5	-2%	1%	-2%
> O=C1OC(Nc2nc(-c3ccc(F)cc3)cs2)c2ccccc21 (stereo unspecified)
 : 0%	-39%	-91*	-9%	4µM*	-1%
> Cc1nc2n(COCCO)cnn2c(=O)c1Br
 : -12%	-6%	-11	4%	4%	6%
> COc1cccc(N2CCN(C(=O)c3ccc(CS(=O)Cc4ccc(C)cc4)o3)CC2)c1 (stereo unspecified)
 : -1%	126%[activator]	-35	-12%	-30%	-4%
> Cc1c(C(=O)NCC2CCCO2)cccc1[N+](=O)[O-] (stereo unspecified)
 : -8%	-18%	-6	-10%	-4%	7%
> CCC(=O)c1ccc(OCC(=O)N2CCCC2)c(OC)c1
 : -3%	-15%	?	0%	-11%	10%

(listing goes on)
molecule	AMA1-RON2 inh	AmpC inh no detg	HCMV inh	AmpC detergent	Sm TGR block	Giardia FBPA inh
Cc1cccc(NC2SC(=O)N(CC(=O)O)C2=O)c1 (stereo unspecified)	-3%	-5%	-16	-3%	-14%	14%
CCOC(=O)N1CCN(C(=O)c2ccc(NS(=O)(=O)c3ccc4[nH]c(=O)[nH]c4c3)cc2)CC1	10%	-12%	-20	-15%	9%	/
CC/C(=C1/C(=O)CC(C)(C)C(C(=O)OC)C1=O)N1CCCC1 (stereo unspecified)	-19%	-8%	9	-11%	11%	3%
CCN1CCCC1Cn1cnc2c([nH]c3cccc(Cl)c32)c1=O (stereo unspecified)	-2%	-15%	36	?	1%	-4%
CC1CC(=O)c2cnc(Nc3cccc(C(F)(F)F)c3)nc2C1 (stereo unspecified)	6%	-14%	0	8%	10%	-10%
O=C(Cc1ccc(S(=O)(=O)N2CCCCC2)s1)Nc1ccc(F)c(F)c1	-20%	-35%	-31	?	-8%	-10%
COc1ccc(/C=N/Nc2ncnc3sc4c(c23)CCCC4)cc1O	70%[activator]	131%[activator]	-9	1%	-9%	-7%
CCC(=O)Nc1ccc(C(=O)NNC(=O)Cc2ccccc2)cc1	12%	-21%	27	-11%	-1%	2%
CNc1nc(C)c(C(=O)OCc2ccccc2)s1	5%	-14%	70	?	-14%	7%
CCOc1ccc(-c2cc3c(=O)n(Cc4nc(-c5cccc(OC)c5OC)oc4C)ccn3n2)cc1Cl	/	/	-5	-2%	0%	/
CCOC(=O)CN1CC23C=CC(O2)C(C(=O)Nc2ccc4c(c2)OCO4)C3C1=O (stereo unspecified)	6%	-29%	56	?	-8%	-1%
CC(Sc1nc2c(c(=O)[nH]1)CCCC2)C(=O)Nc1ccccc1C#N (stereo unspecified)	-5%	-3%	28	-13%	5%	?
O=C(CCCN1C(=O)C(c2ccccc2)Oc2cccnc21)Nc1ccccc1Cl (stereo unspecified)	21%	-4%	-20	4%	4%	-2%
CCN(CC(=O)Nc1ccc(NC(C)=O)cc1)C(=O)C12CC3CC(CC(Cl)(C3)C1)C2	22%	3%	24	3%	-18%	4%
C=CCN1C(=O)C(=O)N(CC(=O)c2ccc3c(c2)CCCC3)C1=O	-1%	-23%	-7	5%	-1%	/

(continued)
molecule	AMA1-RON2 inh	AmpC inh no detg	HCMV inh	AmpC detergent	Sm TGR block	Giardia FBPA inh
Cc1ccc(-c2nc3ccccc3c(=O)n2-n2cccc2)cc1	-13%	-20%	-13	?	-29%	7%
Cc1csc(SCC(=O)c2c(N)n(CC(C)C)c(=O)n(C)c2=O)n1	0%	-8%	-75*	1%	-2%	3%
O=C(O)c1cc([N+](=O)[O-])cc2c1nnn2O	-11%	-11%	47	-10%	52%[activator]	-1%
COC(=O)CCC(=O)OC1(C)C(=O)C=C2C=C(C3CC3)N(C3CCCC3)C=C2C1=O (stereo unspecified)	1%	19%	-13	3%	-2%	?
Cc1ccc(NC(=O)/C(=C\c2cccc([N+](=O)[O-])c2)NC(=O)c2cccs2)cc1	7%	-15%	1	-1%	7%	3%
O=C(CSc1nc(-c2ccccc2)cc(=O)[nH]1)N1CCOCC1	2%	/	-38	3%	13%	?
O=C(NN=C1CCCCC1)NC1CCCCC1	10%	-24%	-20	2%	-1%	6%
COc1ccccc1NC(=S)NC1CCC(CC2CCC(NC(=S)Nc3ccccc3OC)CC2)CC1 (stereo unspecified)	0%	-17%	?	-7%	-2%	-4%
CCC(CC)NC(=O)c1cc2c(C)nn(Cc3ccccc3Cl)c2s1	29%	3%	-33	0%	-5%	-11%
Cc1ccc(S(=O)(=O)NC2CCCCCC2)cc1C(N)=O	0%	-4%	-24	?	1%	0%
COc1ccc(CCNC(=O)C(=O)c2c[nH]c3ccccc23)cc1OC	-4%	-3%	37	4%	-6%	1%
COc1ccc(Cl)cc1NC(=O)Cn1c(=O)oc2cc(S(=O)(=O)N3CCCCCC3)ccc21	/	/	0	8%	6%	/
COc1c2c(nc3ccccc13)OC(C(C)(O)COC(C)=O)C2 (stereo unspecified)	0%	-13%	36	-12%	-34%	7%
Cc1c(C=C2C(=O)N(C)C(=S)N(C)C2=O)c2ccccc2n1CC(=O)NCC1CCCO1 (stereo unspecified)	2%	213%[activator]	64	5%	?	/
COC1(OC)C(=N/O)/C(=N\O)CCC1O (stereo unspecified)	10%	-20%	50	?	-17%	-15%

Remaining list, next part
molecule	AMA1-RON2 inh	AmpC inh no detg	HCMV inh	AmpC detergent	Sm TGR block	Giardia FBPA inh
O=C(CCOc1cccc(Br)c1)Nc1ccc(F)c(S(=O)(=O)N2CCOCC2)c1	0%	-7%	?	?	4%	/
S=c1[nH]nc(-c2ccccc2Cl)n1/N=C/C=C/c1ccco1	15%	?	-5	-10%	20µM*	-10%
O=C(NCC1CCCO1)C(c1cccs1)N(Cc1cccs1)C(=O)Cn1nnc(-c2cccs2)n1 (stereo unspecified)	6%	79%[activator]	-7	-3%	-1%	-5%
Cc1cc(C)n(/N=C/c2ccc(O)cc2)c(=O)c1C#N	-8%	-24%	18	1%	6%	-3%
COc1ccc(-c2nc(NC(C)=O)sc2-c2ccccc2)cc1	-16%	46%	-4	0%	2%	18%
O=C(CCSc1ccccc1)NC1CCCC1	35%	-23%	54	?	0%	0%
Cc1cccc(OCC2=NS(=O)(=O)c3ccccc3N2)c1	3%	-30%	69	0%	9%	0%
CN(C)c1ccc(C(CNS(=O)(=O)c2ccc(F)cc2)c2c[nH]c3ccccc23)cc1 (stereo unspecified)	?	-31%	1	8%	-4%	-19%
